Screening results as filed in PubChem BioAssay.
MITF inh – human MITF inhibition, primary screen | hit rate 0.91% among 650,000 | inhibition, % at 2.6 µM | AID 1259374 | AlphaScreen MITF homodimerization, bead proximity signal | O75030; in the data active = inhibition above about 50%;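 note: 0% = vehicle wells with protein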
TEAD-YAP inh – TEAD-YAP interaction inhibition; HEK-TIYL cells, TEAD-Gal4/YAP UAS-luciferase luminescence; inhibition, % at 9.12 µM; hit rate 1.4% among 640,000; in the data active = inhibition above about 32%;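 note: 0% = median of test compound wells and 100% = reference inhibitor wells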
GPR151 ag – human GPR151 activation | hit rate 1% among 650,000 | Q8TDV0 | PathHunter beta-arrestin GPR151 cells, luminescence | AID 1508602 | activation, % at 11.2 µM; in the data active = activation above about 4.9%;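 note: 0% = median of compound wells and 100% = cells with positive control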
FBW7 act – human FBW7 E3 ligase activation, primary screen | AlphaScreen FBW7–phospho-cyclin E peptide binding, activator screen | normalized activity (activation), % at 26.1 µM | hit rate 0.13% among 650,000 | Q969H0; in the data active = normalized activity above about 1.9%;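 note: purified mutant Fbw7 with reduced substrate affinity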
Target sequence (Q969H0 whole entry, looked up): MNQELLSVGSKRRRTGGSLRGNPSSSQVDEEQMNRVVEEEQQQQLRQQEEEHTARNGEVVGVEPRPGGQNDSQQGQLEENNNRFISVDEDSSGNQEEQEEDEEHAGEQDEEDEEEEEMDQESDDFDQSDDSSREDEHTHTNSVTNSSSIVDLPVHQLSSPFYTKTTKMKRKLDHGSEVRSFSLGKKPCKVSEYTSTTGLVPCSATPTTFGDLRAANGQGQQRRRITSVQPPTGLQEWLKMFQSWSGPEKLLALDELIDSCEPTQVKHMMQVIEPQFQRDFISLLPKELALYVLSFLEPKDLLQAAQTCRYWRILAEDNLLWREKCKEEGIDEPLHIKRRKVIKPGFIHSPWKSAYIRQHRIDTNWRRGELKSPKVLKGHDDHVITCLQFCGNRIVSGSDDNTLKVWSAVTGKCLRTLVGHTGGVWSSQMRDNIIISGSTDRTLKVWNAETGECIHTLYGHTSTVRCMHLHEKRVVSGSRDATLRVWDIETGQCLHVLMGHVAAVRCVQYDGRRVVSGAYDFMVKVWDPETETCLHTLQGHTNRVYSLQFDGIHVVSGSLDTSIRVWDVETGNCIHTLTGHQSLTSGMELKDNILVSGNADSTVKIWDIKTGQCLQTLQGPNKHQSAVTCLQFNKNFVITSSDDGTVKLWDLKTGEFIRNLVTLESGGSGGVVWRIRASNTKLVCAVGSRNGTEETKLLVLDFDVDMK
The depositor's hits bear a star.

A first look, 4 compounds:
nr	SMILES	TEAD-YAP inh	FBW7 act	MITF inh	GPR151 ag
1	O=C(NCc1ccccc1)C1CC=CCC1C(=O)OCC(Cl)=C(Cl)Cl (stereo not drawn)	10	0.1	3	-1.2
2	CCN1CCN(C(=S)Nc2cccc(F)c2)CC1	15	0.2	23	2.4
3	O=C(C(Cc1ccccc1)NS(=O)(=O)c1ccc(F)cc1)N1CCCCC1 (stereo not drawn)	4	-0.1	7	-0.3
4	CNC(=O)[C@@H]1C[C@@H](NCc2ccc(N(C)C)cc2)CN1Cc1ccccc1Cl	5	0.0	9	0.5

The whole of this part, previewed entries included:
nr	SMILES	TEAD-YAP inh	FBW7 act	MITF inh	GPR151 ag
1	O=C(NCc1ccccc1)C1CC=CCC1C(=O)OCC(Cl)=C(Cl)Cl (stereo not drawn)	10	0.1	3	-1.2
2	CCN1CCN(C(=S)Nc2cccc(F)c2)CC1	15	0.2	23	2.4
3	O=C(C(Cc1ccccc1)NS(=O)(=O)c1ccc(F)cc1)N1CCCCC1 (stereo not drawn)	4	-0.1	7	-0.3
4	CNC(=O)[C@@H]1C[C@@H](NCc2ccc(N(C)C)cc2)CN1Cc1ccccc1Cl	5	0.0	9	0.5
5	Cc1cnc(CNC(=O)CC2C(=O)NCCN2CC(c2ccccc2)c2ccccc2)cn1 (stereo not drawn)	-4	-0.2	-5	-1.1
6	CC(C)(C)NC(=O)NC(=O)COc1ccccc1C#N	40*	-0.1	1	-2.1
7	COc1ccccc1-c1cc(-c2ccccc2)nc(SCc2ccccc2Cl)c1C#N	5	-0.3	-11	-0.7
8	Cn1c(=O)n(C)c2cc(/C=C(/C#N)c3nn(CCO)c(N)c3C#N)ccc21	26	0.3	18	-0.2
9	CS(=O)(=O)c1sc2nc3c(cc2c1N)CCCC3	-14	0.0	17	1.4
10	COc1ccc(C(=O)N(CCCN(C)C)c2nc(-c3ccccc3)cs2)cc1	-4	-0.1	4	0.3
11	COc1cc(NC(=O)CCc2nc(-c3ccccc3F)no2)cc(OC)c1OC	14	0.0	5	-0.6
12	O=C(Oc1cccc(OC(=O)c2ccc(Br)o2)c1)c1ccc(Br)o1	-5	-0.1	-1	-1.2
13	CC1=C(C(=O)Nc2ccccc2F)C(c2ccc3c(c2)OCO3)C2=C(CC(c3ccccc3)CC2=O)N1 (stereo not drawn)	-1	0.0	-6	1.4
14	Cc1ccc(-c2ncn(-c3ccc(Nc4ncc5ccc(-c6cnn(C)c6)nc5n4)cc3)n2)cn1	25	0.1	12	-1.5
15	CC(=O)Nc1cc(CNCCC(C)c2ccc(C)o2)cc(C(=O)N2CCN(C)CC2)c1 (stereo not drawn)	7	-0.1	4	-0.6
16	COc1ccc(CCNC(=O)CN(C2CCCCC2)S(C)(=O)=O)cc1OC	8	0.0	-2	2.1
17	Cc1cc(NC(=O)c2ccc(NS(C)(=O)=O)cc2)ccc1Br	-61	-0.1	0	0.9
18	CC(C)COC(=O)n1ccc(C(=O)Nc2ccccc2)n1	-20	0.5	4	-2.9
19	CC(C)C1NC(=S)N(C2CCCCC2)C1=O (stereo not drawn)	-8	0.0	7	-0.3
20	CCN1CCN(C(=S)c2ccc(OCC(=O)N3CCOCC3)cc2)CC1	-10	-0.1	-9	1.0
21	COc1ccc(-c2nc(-c3ccccn3)no2)cc1	97*	-0.1	-6	-12
22	COc1ccc(C)cc1NC(=O)C(=O)N/N=C(\C)CC(=O)Nc1ccc(N(C)C)cc1	-22	0.0	-6	-1.2
23	COC(=O)C1=C(C)Nc2ncnn2C1c1cc(Br)c(O)c(OC)c1 (stereo not drawn)	-20	-0.1	-8	-0.8
24	COc1ccc(NC(=O)c2cccc([N+](=O)[O-])c2C)cc1Cl	-37	-0.1	4	0.7
25	CCOc1ccc(N2C(=O)CC(N3CCCN(C)CC3)C2=O)cc1 (stereo not drawn)	-5	-0.1	-5	0.4

Single entries from the list:
TEAD-YAP inh result of CCN1CCN(C(=S)c2ccc(OCC(=O)N3CCOCC3)cc2)CC1 → -10
FBW7 act result of CS(=O)(=O)c1sc2nc3c(cc2c1N)CCCC3 → 0.0
FBW7 act result of CC(C)C1NC(=S)N(C2CCCCC2)C1=O (stereo not drawn) → 0.0
TEAD-YAP inh result of O=C(Oc1cccc(OC(=O)c2ccc(Br)o2)c1)c1ccc(Br)o1 → -5
MITF inh result of CC(C)(C)NC(=O)NC(=O)COc1ccccc1C#N → 1
FBW7 act result of COc1ccc(CCNC(=O)CN(C2CCCCC2)S(C)(=O)=O)cc1OC → 0.0

From entry 1 to 2, copied from above:
nr	SMILES	TEAD-YAP inh	FBW7 act	MITF inh	GPR151 ag
1	O=C(NCc1ccccc1)C1CC=CCC1C(=O)OCC(Cl)=C(Cl)Cl (stereo not drawn)	10	0.1	3	-1.2
2	CCN1CCN(C(=S)Nc2cccc(F)c2)CC1	15	0.2	23	2.4

Next entries:
nr	SMILES	TEAD-YAP inh	FBW7 act	MITF inh	GPR151 ag
26	C=CCc1ccccc1OCCNCCOC	2	0.0	52*	-1.7
27	Cc1ccc(S(=O)(=O)N2CCC(C(=O)N/N=C/c3cccc(O)c3)CC2)cc1	-1	-0.1	4	-2.1
28	CCOC(=O)c1ccc2nc(NC(=O)c3ccc(NC(=O)c4cc5nc(-c6ccc(OC)cc6)cc(C(F)(F)F)n5n4)cc3)sc2c1	7	-0.1	-3	-1.5
29	CN1CCN(Cc2ccc3c(c2)CN(C(=O)c2cn[nH]c2)CCO3)[C@@H](c2ccccc2)C1	3	0.0	-8	2.8
30	CC(=O)c1ccc(NC(=O)CSc2nc(C)nc3sc(C)c(C)c23)cc1	11	0.0	10	0.6
31	CC(=O)c1ccc(NC(=O)c2ccc([N+](=O)[O-])cc2C(=O)O)cc1	-3	0.0	14	-0.3
32	CCOc1ccccc1CN1CCc2nnc(CCNC(=O)c3ccc(OC)cc3)n2CC1	-4	0.2	7	-1.1
33	COc1cc(C=O)cc(Br)c1OCC(=O)O	4	0.0	2	2.9
34	CC1(C)C(c2ccccc2)=[N+]([O-])C(C(=O)O)N1O (stereo not drawn)	0	0.0	0	0.1
35	Cc1ccc(OCC(=O)Nc2ccccc2F)c(Br)c1	38*	0.0	1	-1.4
36	Cc1ccc(-c2cc(-c3ccccc3Cl)[nH]n2)c(O)c1	-67	0.2	-15	0.7
37	CC(C)(C)NC(=O)NC(=O)CN1CCN(S(=O)(=O)c2ccccc2[N+](=O)[O-])CC1	7	0.0	-13	0.5
38	CS(=O)(=O)c1ccc(N2CCC(C(=O)O)CC2)c(-n2cccc2)c1	-7	0.2	12	1.3
39	CCOC(=O)C(C)Sc1nc2cc(OC)ccc2cc1C#N (stereo not drawn)	4	0.1	30	-1.1
40	Cc1cc(C)c(NC(=O)C2CCCN2S(=O)(=O)c2cccc3cccnc23)c(C)c1 (stereo not drawn)	-21	-0.3	-8	-0.9
41	CCCN(CCC)C(=O)CSc1nc2nc(C)c(Cc3ccc(Cl)cc3)c(C)n2n1	5	0.0	2	1.5
42	C=CC1=C(C(=O)O)N2C(=O)[C@@H](NC(=O)/C(=N/OCC(=O)O)c3csc(N)n3)[C@H]2SC1	-4	-0.2	25	-1.0
43	O=[N+]([O-])/C=C/c1cccn1-c1ccc(Cl)cc1	-6	-0.5	0	0.9
44	CCOC(=O)N1CCN(C(=O)c2ccc3c(=O)n(-c4ccccc4)c(SCC(=O)C(C)(C)C)nc3c2)CC1	3	0.0	-9	0.6
45	COc1cc(NS(=O)(=O)c2ccc(NCc3ccccc3O)cc2)nc(OC)n1	2	0.1	0	0.4
46	CCOC(=O)c1ccccc1N=Cc1c(O)n(C)c(=S)[nH]c1=O	6	0.0	0	-1.3
47	COc1ccc(COCC(O)CN2CCN(C(C)=O)CC2)cc1 (stereo not drawn)	1	0.2	22	-1.5
48	CCc1nnc(NS(=O)(=O)c2ccc(NC(=O)/C=C/C(=O)O)cc2)s1	-2	-0.1	1	-0.1
49	Nc1cccc2c1C(=O)N(C(=O)Cc1ccc(S(=O)(=O)N3CCCCC3)s1)C2=O	-4	0.0	7	1.9
50	Cn1ccnc1SCc1nc2ccccc2c(=O)[nH]1	-23	0.0	-16	0.3

The list continues.
nr	SMILES	TEAD-YAP inh	FBW7 act	MITF inh	GPR151 ag
51	Cc1cc(/C=C2\C(=O)NC(=S)N(c3ccc(Br)cc3)C2=O)c(C)n1C	6	-0.3	12	0.0
52	Cc1c(/C=C(/C#N)C(=O)NCc2ccccc2)c2ccccc2n1C	-12	-0.5	-8	-1.1
53	COc1ccc(-c2noc(C3CCCN(S(=O)(=O)c4ccc(F)cc4)C3)n2)cc1 (stereo not drawn)	-3	0.0	-1	3.6
54	Cc1cc2cc(C#N)c(N3CCCN(C(=O)Nc4ccc(C#N)cc4)CC3)nc2cc1C	-7	0.1	7	-0.2
55	O=C(CSc1nc2ccccc2c(=O)n1CC1COc2ccccc2O1)NC1CCCC1 (stereo not drawn)	3	0.1	13	-0.3
56	CCCCCn1c(SCC(C)O)nc2c1c(=O)[nH]c(=O)n2C (stereo not drawn)	-8	0.1	6	-0.2
57	CCOC(=O)C1CCN(c2c(N3CCN(c4ccccc4F)CC3)c(=O)c2=O)CC1	1	0.0	1	0.3
58	Cc1ccc(NC(=O)c2sc3ncnc(N4CCC(C)CC4)c3c2C)c(Br)c1	-14	-0.1	2	0.8
59	O=C(NCCc1ccccc1)C1CCN(C2CCN(C(=O)C3=CCCC3)CC2)CC1	6	0.0	-2	2.3
60	CC(=O)c1ccccc1-c1ccc2c(-c3ccc(C(=O)NCCCN(C)C)cc3)[nH]nc2n1	-16	-0.4	-12	0.1
61	COC(=O)CNC(c1ccccc1)c1cc(Br)ccc1NC(=O)c1ccc(Br)cc1 (stereo not drawn)	4	0.2	14	-0.9
62	CC1CCCN(S(=O)(=O)c2ccc3c4c2CC(=O)N4CC(C)S3)C1 (stereo not drawn)	1	0.1	2	2.7
63	CCc1nc2ccccc2n1CC(O)COc1ccc2ccccc2c1Br (stereo not drawn)	-3	0.0	11	-1.3
64	Cc1ccc(/C=N/N2C(=O)C3C4C=CC(C4)C3C2=O)cc1Br (stereo not drawn)	0	0.0	8	-0.4
65	COc1ccc(NC(=O)c2sc3nc4c(cc3c2N)C(=O)CC(C)(C)C4)cc1	6	-0.2	-7	-1.5
66	COc1cccc2c(NC(=O)c3ccncc3)c(C(=O)c3ccc(Cl)cc3)oc12	9	0.3	15	-0.3
67	Cn1c(=O)c2c(nc(CN3CCC(C(N)=O)CC3)n2Cc2ccccc2)n(C)c1=O	-1	-0.2	2	-0.1
68	COc1ccc(CC2(CCC(=O)N3CCCC(C)C3)CCC(=O)N2)c(F)c1 (stereo not drawn)	9	0.0	12	0.2
69	Cc1ccc(C)c(S(=O)(=O)Nc2cc(N3CCCS3(=O)=O)ccc2C)c1	4	0.0	3	-0.2
70	CCCOc1ccc(C2C(=O)N(C3CCCCCC3)CC(=O)N2C2CCCC2)cc1OC (stereo not drawn)	-5	-0.2	1	0.1
71	COC(=O)c1ccc(Nc2nc3ccccc3n3c(C)nnc23)cc1	4	-0.1	-3	1.9
72	CC1CCN(c2c(NCC3CCC(C(=O)NCc4ccc(F)cc4)CC3)c(=O)c2=O)CC1 (stereo not drawn)	2	-0.2	2	0.2
73	Cc1ccc(S(=O)(=O)N2CCN(C(=O)CNC3CCCC3)CC2)cc1	3	-0.1	16	0.1
74	CCC(C)NC(=O)COc1ccc(Br)cc1 (stereo not drawn)	-5	0.4	9	-1.8
75	Fc1ccccc1Nc1nc(N2CCCC2)nc(N2CCCC2)n1	5	0.0	-6	1.6

Further results follow.
nr	SMILES	TEAD-YAP inh	FBW7 act	MITF inh	GPR151 ag
76	CCOC(=O)C1=C(C)NC(=S)NC1c1ccc(F)c(Br)c1 (stereo not drawn)	1	0.4	22	-1.4
77	CCOC(=O)c1c(-c2ccccc2)csc1NC(=O)/C=C/c1ccc(C)cc1	1	-0.1	10	-0.7
78	Cc1ccc(C)n1-c1ccc(-c2nnc(-c3ccc(-n4c(C)ccc4C)cc3)o2)cc1	-47	0.1	6	-0.2
79	CC1CCCC(C)N1C(=O)c1cc2nc(-c3cccs3)cc(C(F)(F)F)n2n1 (stereo not drawn)	6	0.0	1	5.4*
80	CCOc1ccccc1-n1c(=S)sc2c(=O)n(-c3ccccc3)c(SCC(=O)NC(C)CC)nc21 (stereo not drawn)	14	0.0	4	-0.7
81	CCn1c(SCC(=O)Nc2ccc(C(=O)OC)cc2)nnc1-c1c[nH]c2ccccc12	12	-0.1	4	-0.1
82	Cc1cc(N2CCOCC2)nc2ccc(NC(=S)N3CCOCC3)cc12	-16	-0.2	8	1.0
83	Cn1c(=O)c2c(nc(Oc3ccccc3N)n2C)n(C)c1=O	-2	-0.1	-8	-0.2
84	CC1CCCC(NC(=O)C2N(CCN3CCCCCC3)C(=O)C3C(C(=O)Nc4ccc(F)c(Cl)c4)C4C=CC32O4)C1C (stereo not drawn)	5	-0.2	-5	1.4
85	C#CCN1C(C)=C(C(=O)OC)C(c2cccc([N+](=O)[O-])c2)C(C(=O)OCC)=C1C (stereo not drawn)	0	-0.1	6	-0.5
86	CC(C)n1c(N2CCC(N3CCOCC3)CC2)nc2c(NCCCN3CCCC3=O)ncnc21	-1	0.3	13	0.9
87	CSc1ccc(C2C(C#N)=C(N)N(c3ccc(S(N)(=O)=O)cc3)C3=C2C(=O)CC(C)(C)C3)cc1 (stereo not drawn)	4	0.9	15	1.3
